Source: PubChem BioAssay (National Center for Advancing Translational Sciences (NCATS))
DRD3 antagonist = D3 dopamine receptor (human) antagonism | max response, negative = inhibition, % | 360,000 compounds, 2.5% hits | AID 652054 | D3R cells, DiscoveRx beta-arrestin luminescence, antagonist mode; active compounds read low; in the data active means max response below about -50%; inconclusive means no clear call, values can overlap the other calls; further: on the % scale 0 is the no-effect control and ±100 the full control effect; mostly tested at two doses, the higher about 12 µM
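Cells plated overnight at 1500 cells/well, then exposed to library compounds with dopamine controls for 90 minutes at 37 degrees C. DiscoveRx reagent added for 30–60 minutes at room temperature; luminescence read, quantitative HTS format.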
GLP1R cytotox = cytotoxic in the GLP-1 receptor inverse agonist counter-screen; HEK293 cAMP-luciferase reporter cells, luminescence, 24 h; Potency, µM (doses to about 38.3 µM), for inactives: at the top dose activity change, negative = inhibition, actives largely listed as inhibitors; 410,000 compounds, 0.13% hits; AID 624418;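 further: loss of luciferase light is scored as toxicity; potency means the concentration at half of the fitted maximal effect; on the % scale 0 is the no-effect control and ±100 the full control effect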
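Step one: seed cells (200 cells/uL, DMEM with 10% Nu serum, 1% pen-strep). Step two: 12-hour incubation at 37 deg C. Step three: pin 23 nL compound, incubate 24 hr. Step four: add luciferase reagent, read luminescence 12 min later.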
GLP-1R agonist = activates the human GLP-1 receptor; Potency, µM (top dose mostly 45.6 µM), inactives show at the top dose activation, actives largely listed as activators; HEK293 GLP-1R CRE-luciferase, luminescence, 4-6 h; cells express a hypersensitive GLP-1R form; 380,000 compounds, 0.007% hits; P43220; further: potency means the concentration at half of the fitted maximal effect; % of control where 0% means no effect
GLP-1R inv ag = acts as inverse agonist at human GLP-1 receptor | P43220 | HEK293 GLP-1R CRE-luciferase, luminescence, 24 h; GLP-1R form is constitutively active | Potency, µM (titrated, usually from 38.3 µM), inactives show at the highest dose activity change, negative = inhibition, usual class: inhibitors | 410,000 compounds, 1.6% hits | AID 624417; further: potency means the concentration at half of the fitted maximal effect; on the % scale 0 is the no-effect control and ±100 the full control effect; nearly all actives have a fitted effect of over 55% in size
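Constitutively active GLP-1R drives a cAMP-responsive luciferase in stably transfected HEK293 cells; test compounds are added after overnight (12 h) attachment and left 24 hr, and signal loss in luminescence marks inhibition.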
PI5P4Ka inh = blocks human PI5P4K alpha kinase activity | P48426 | PI5P4Kalpha enzyme, ADP-Glo luminescence, 60 min; active compounds read low | max response, % | 330,000 compounds, 1.2% hits | AID 652105; active means max response of -50% or lower; inconclusive means between -30% and -50%; inactive means -30% or higher; further: value at the top dose of about 77 µM; on the % scale 0 is the no-effect control and ±100 the full control effect
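Quantitative HTS of the MLSMR library against PI5P4Kalpha with substrate. ATP added last at 5 microM final; room temperature, 60 minutes. Remaining ATP depleted, ADP converted and read as luminescence.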
IL2 activator = IL-2 activation; IL-2 activation reporter assay, cell-based qHTS; stimulated with anti-CD3/CD4/CD28 beads; in transgenic mouse T cells; activation, % (series mostly up to about 46 µM); 360,000 compounds, 0.065% hits; AID 652025; in the data active means activation above about 50%; inconclusive means mostly about 30% to 49%; further: 0% is about no effect
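Using fluorescent plate cytometry, EGFP and DsRed are detected in transgenic mouse T cells stimulated 18 h at 37 degrees C with antibody-coated beads after 60 min compound pretreatment.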
D3 ag = D3 dopamine receptor (human) agonism | AID 652048 | P35462 | D3R DiscoveRx beta-arrestin cells, luminescence, 90 min | 410,000 compounds, 0.58% hits | max activation, %; in the data active means max activation above about 30%; further: 0% is about no effect; mostly tested at two doses, the higher about 12 µM
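Agonist mode: compounds and dopamine controls were applied to plated cells for 90 min at 37 degrees C after an overnight attachment at 1500 cells/well. Luminescent read-out followed 30 - 60 minutes at room temperature with DiscoveRx detection reagent.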
PLK1 PBD block = inhibitors of human PLK1 polo-box domain binding | P53350 | 360,000 compounds, 2.8% hits | AID 720504 | Plk1 PBD binding of FITC phosphopeptide, fluorescence polarization | Potency, µM, inactives show max response, negative = inhibition, hits mostly inhibitors; further: potency means the concentration at half of the fitted maximal effect; series mostly up to about 57 µM; on the % scale 0 is the no-effect control and ±100 the full control effect; nearly all actives have a fitted effect of over 65% in size
WRN helicase inh = WRN helicase (human) inhibition | Q14191 | WRN helicase unwinding, fluorescent forked duplex, kinetic | Potency, µM (series often up to 114 µM), without a hit: at the highest dose activity change, negative = inhibition, hits mostly inhibitors | 360,000 compounds, 0.46% hits | AID 651768; further: potency means the concentration at half of the fitted maximal effect; on the % scale 0 is the no-effect control and ±100 the full control effect; nearly all actives have a fitted effect of over 55% in size
Target sequence (Q14191 whole entry, looked up): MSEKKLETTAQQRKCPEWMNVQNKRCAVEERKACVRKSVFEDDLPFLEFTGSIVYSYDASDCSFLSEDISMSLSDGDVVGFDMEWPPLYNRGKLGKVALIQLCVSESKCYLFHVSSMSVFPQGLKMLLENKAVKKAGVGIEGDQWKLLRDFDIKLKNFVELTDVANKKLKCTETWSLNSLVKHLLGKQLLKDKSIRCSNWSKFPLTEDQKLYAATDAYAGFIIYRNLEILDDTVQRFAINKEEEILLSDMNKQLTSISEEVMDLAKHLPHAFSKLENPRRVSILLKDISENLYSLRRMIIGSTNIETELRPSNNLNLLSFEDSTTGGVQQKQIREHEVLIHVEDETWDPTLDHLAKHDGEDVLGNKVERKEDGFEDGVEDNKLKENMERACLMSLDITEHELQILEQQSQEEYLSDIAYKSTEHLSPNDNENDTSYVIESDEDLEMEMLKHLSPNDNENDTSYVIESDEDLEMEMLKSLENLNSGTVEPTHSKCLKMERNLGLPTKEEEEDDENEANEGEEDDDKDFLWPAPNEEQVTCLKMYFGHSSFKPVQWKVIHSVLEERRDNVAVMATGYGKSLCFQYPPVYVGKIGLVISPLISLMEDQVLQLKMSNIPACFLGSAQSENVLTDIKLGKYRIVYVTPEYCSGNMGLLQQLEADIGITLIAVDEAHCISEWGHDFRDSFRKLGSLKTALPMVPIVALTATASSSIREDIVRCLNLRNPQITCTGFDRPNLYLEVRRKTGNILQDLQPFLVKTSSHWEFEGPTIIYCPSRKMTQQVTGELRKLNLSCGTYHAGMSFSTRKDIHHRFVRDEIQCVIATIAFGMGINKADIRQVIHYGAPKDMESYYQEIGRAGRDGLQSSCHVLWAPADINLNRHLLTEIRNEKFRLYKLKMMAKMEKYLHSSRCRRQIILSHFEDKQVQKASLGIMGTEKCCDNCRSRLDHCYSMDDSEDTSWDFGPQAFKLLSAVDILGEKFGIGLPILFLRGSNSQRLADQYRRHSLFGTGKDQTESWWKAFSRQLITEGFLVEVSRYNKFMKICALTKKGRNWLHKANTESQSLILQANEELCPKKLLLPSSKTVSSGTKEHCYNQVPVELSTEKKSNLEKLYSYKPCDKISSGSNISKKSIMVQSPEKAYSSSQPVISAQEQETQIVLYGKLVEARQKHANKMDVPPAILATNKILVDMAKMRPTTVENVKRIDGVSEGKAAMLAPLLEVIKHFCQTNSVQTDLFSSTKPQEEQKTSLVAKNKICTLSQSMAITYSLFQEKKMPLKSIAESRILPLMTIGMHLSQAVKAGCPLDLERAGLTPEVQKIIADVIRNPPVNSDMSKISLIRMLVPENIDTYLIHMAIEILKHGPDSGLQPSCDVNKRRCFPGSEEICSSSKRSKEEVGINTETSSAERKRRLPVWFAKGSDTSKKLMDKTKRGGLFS
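Kinetic fluorescence helicase assay: unwinding of a quenched forked DNA duplex (100 nM final) with 2 mM ATP final raises red fluorescence (525/598 nm). Compounds sat 15 min at room temperature with 20 nM WRN beforehand.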
Numbers without * were called inactive; ? = inconclusive; nt = not tested or not shown; & = joins results of further samples; [ ] = remark or other dose. Unless noted, the call rests on the fitted dose curve; in most records, active means well fitted curve in the direction sought with a large enough effect; inconclusive means small, poorly fitted or top-dose-only effect, or another doubt; inactive means no such curve, though single readings can be large; an effect the other way counts as inactive or inconclusive.

cpd	SMILES	DRD3 antagonist	GLP1R cytotox	GLP-1R agonist	GLP-1R inv ag	PI5P4Ka inh	IL2 activator	D3 ag	PLK1 PBD block	WRN helicase inh
1	CCOC(=O)C1CCCN(CCC(=O)Nc2ccc(F)c(F)c2)C1 (stereo not given)	?	-5%	-1%	-2%	nt	-2.1	-30	-1%	0%
2	CCN1CCN(C(=O)CCc2ccc(S(=O)(=O)NCCc3ccccc3)cc2)CC1	-21	-4%	6%	11%	-2	-0.2	-5	2%	2%
3	CCOc1cc(/C=N/Nc2ccc(C(=O)O)cc2)ccc1OC(=O)c1ccccc1C	55	-10%	-2%	-12%	5	-2.9	10	?	-19%
4	O=C(NNc1nc2c(F)cccc2s1)c1ccc(F)cc1	11	-16%	-2%	-16%	2	-0.5	9	1%	-1%
5	COc1cc(C(=O)NC2CCN(CC(=O)NC3CCCCC3C)CC2)cc(OC)c1OC (stereo not given)	3	-12%	17%	26%	-1	0.0	-2	-8%	-1%
6	COc1ccc(C(N)c2csc(Nc3cc(Oc4ccccc4)ncn3)n2)cc1 (stereo not given)	23	-15%	-3%	?	-3	-0.4	-3	9%	0%
7	CCC1(c2ccc(F)cc2)NC(=O)N(CC(=O)N2CCN(S(=O)(=O)c3ccc(C)cc3C)CC2)C1=O (stereo not given)	12	-13%	5%	?	3	-0.5	3	-5%	-5%
8	COc1ccc(CNC(=O)CC(NC(N)=O)c2ccccc2Cl)cc1OC (stereo not given)	-23	11%	-2%	2%	-1	-6.3	-20	2%	9%
9	Cc1ccccc1C(=O)N1CCC(C(=O)Nc2cccc(F)c2)CC1	3	-20%	-17%	?	3	-0.4	0	-6%	-4%
10	O=C(COc1ccc(Br)cc1)NNC(=O)Cc1ccc(S(=O)(=O)N2CCOCC2)s1	17	2%	-5%	?	1	0.6	1	-3%	-8%
11	COC(=O)c1ccc(NC(=O)c2ccccc2C(=O)Nc2ccc(C(=O)OC)cc2)cc1	1	1%	3%	0%	4	1.0	-7	-1%	4%
12	CC(=O)Nc1ccc(NC(=O)C(C)OC(=O)CC23CC4CC(CC(Br)(C4)C2)C3)cc1 (stereo not given)	-7	-11%	14%	17%	-7	-0.4	0	-1%	-5%
13	CC12CN3CC(C)(CN(C1)C3c1ccc(F)cc1)C2 (stereo not given)	-8	0%	3%	4%	-2	-1.0	-6	-11%	0%
14	Cc1ccc(C)c(NC(=O)CNS(=O)(=O)c2ccccc2)c1	-5	-1%	-11%	1%	nt	-2.2	5	-8%	-21%
15	CCN(CC)c1nc(C)c(C(C)=O)cc1C#N	0	-2%	14%	39%[activator]	0	0.9	-1	-4%	3%
16	Cc1ccccc1/C=N\NC(=O)c1ccccc1-n1cccc1	-7	17%	5%	-7%	-8	2.7	-3	-18%	5%
17	COCCNC(=O)c1ccc2c(c1)N(Cc1cc(C)ccc1C)C(=O)c1ccccc1S2=O (stereo not given)	nt	-4%	-4%	-16%	nt	nt	-8	nt	nt
18	COCCNC(=O)Cn1c(=O)n(C)c2ccccc21	-24	4%	-14%	5%	1	-0.5	-3	-6%	6%
19	CCn1c(=O)c2cc(C(=O)Nc3ccc(OC)cc3OC)sc2c2ccccc21	2	6%	-1%	43%[activator]	-6	-0.8	3	-15%	12%
20	CC(=O)Nc1ccc(S(=O)(=O)N2CCC(C(=O)NCCC(=O)NCc3ccccc3)CC2)cc1	1	9%	-3%	18%	-10	0.9	5	?	-1%
21	COc1ccc(CCNC(=O)c2ccc3c(c2)NC(=O)CS3)cc1OC	-6	-14%	13%	1%	-9	1.2	-4	-13%	6%
22	CCn1c(CC(=O)Nc2ccccc2)n[nH]c1=S	-4	-2%	-2%	0%	-3	-1.0	3	-4%	0%
23	CCN(CC)S(=O)(=O)c1ccc2[nH]cc(C(=O)NC3CC3)c(=O)c2c1	7	10%	-4%	8%	2	1.7	5	-10%	-8%
24	O=C1CN(C(=O)c2ccccc2F)C(c2ccccc2)c2cc(Cl)ccc2N1 (stereo not given)	16	-5%	-3%	?	-1	5.2	-3	-3%	-4%
25	N#Cc1ccc(/C=C2\CCCCn3c2nc2cc(C(=O)O)ccc2c3=O)cc1	6	-13%	2%	-5%	-53*	0.1	-2	-6%	11%
26	CCOc1ccc(N2C(=O)/C(=C/c3ccccn3)SC2=S)cc1	-10	11%	0%	7%	4	-2.3	-3	-4%	-1%
27	CCC(=O)Nc1nc(C)c(-c2csc(Nc3cccc(O)c3)n2)s1	35	10%	-3%	?	-14	-0.5	3	?	-15%
28	Cc1noc(C)c1S(=O)(=O)N(CC(=O)NCc1ccc(Cl)cc1)c1ccc2c(c1)OCO2	-1	-7%	2%	1%	1	-0.9	2	0%	5%
29	Cn1c(COc2ccc3ccccc3c2)nnc1SCC(=O)OC1CCCCC1	-28	1%	-21%	?	0	-0.5	-1	-6%	0%
30	Nc1nc(-c2ccccc2)c(-c2ccc([N+](=O)[O-])cc2)s1	19	3%	0%	51%[activator]	-1	0.3	7	3%	0%
31	Cc1n[nH]c(=O)n1-c1ccc(OCc2ccccc2)cc1	1	-6%	9%	1%	2	0.2	6	0%	2%
32	CCCCOC(=O)C1CCC[C@@H](C)N1 (stereo not given in full)	6	-8%	-15%	9%	4	0.1	-8	-1%	-13%
33	O=C(O)c1ccccc1-c1ccccc1C(=O)Nc1cccc(Br)c1	-12	1%	-1%	-18%	-3	-4.1	-12	-14%	-9%
34	CCN(CC)c1ccc(NC(=O)COC(=O)CCC(=O)c2ccc(F)cc2)cc1	18	-11%	1%	3%	7	-2.8	8	-7%	0%[57.1 µM]
35	COc1ccc(CCNC(=O)C2CCCN(S(C)(=O)=O)C2)cc1OC (stereo not given)	-2	3%	3%	3%	nt	-0.7	5	-7%	-3%
36	CCn1cc(C(=O)NCc2ccc(C)cc2)c(=O)c2cc(S(=O)(=O)N(C)C3CCCCC3)ccc21	nt	4%	-1%	?	nt	nt	2	nt	nt
37	Cc1[nH]c2ccccc2c1C(c1ccccn1)c1c(C)[nH]c2ccccc12	-11	-3%	-2%	?	-6	0.0	-6	?	8%
38	COc1ccc(NC(=O)CNc2ccccc2C(C)=O)cc1S(=O)(=O)N1CCOCC1	-3	-4%	7%	23%	-5	0.5	4	-6%	0%
39	Cc1cc(N2CCN(C)CC2)n2cc(-c3ccc(F)cc3)nc2n1	-12	3%	16%	0%	nt	-3.4	-16	-12%	5%
40	O=C(/C=C/c1ccc([N+](=O)[O-])cc1)NCCc1ccccc1	7	7%	9%	13%	-29	-0.9	2	17µM*	-3%
41	Cc1cc(C)c(NC(=O)CN(c2ccccc2)S(=O)(=O)N(C)C)c(C)c1	4	2%&-6%	27%&-4%	-19%&-4%	nt	0.0	-6&0	-5%	-13%[57.1 µM]
42	COc1cc(N/C(N)=N/c2nc(C)cc(C)n2)c(OC)cc1Cl	-5	6%	-3%	-34%	-7	-3.8	-2	-7%	24%
43	CCn1nc(NC(=O)c2cccs2)c2cc3ccccc3nc21	22	151%[activator]	16%	?	2	0.5	12	7%	-4%
44	COc1ccccc1Cn1cnc2cccnc21	7	10%	4%	-5%	-5	0.7	-2	?	-5%
45	CN(CCCOc1ccccc1F)Cc1ccccc1	-85*	3%	1%	-23%	-1	0.3	-31	-3%	7%
46	CC(=O)c1cc2c(cc1NC(=O)CN(C)S(=O)(=O)c1cccs1)OCO2	-14	17%	-4%	27%	-22	-0.2	-16	-9%	13%
47	COc1ccc(N2C(=S)N=C(Nc3cccc(C)c3)C23CCCCC3)cc1	-19	0%	1%	4%	-4	-0.1	-6	-10%	-26%[57.1 µM]
48	Cc1nc2ccccc2cc1C(=O)N/N=C/c1cccs1	-3	-4%	5%	17%	9	0.3	-1	-7%	-3%
49	CCCCNC(=O)C1CCN(C/C(C)=C/c2ccccc2)CC1	-66*	-14%	-9%	-1%	-8	2.6	-13	?	2%
50	O=C(Cn1nc(C(=O)O)c2ccccc2c1=O)Nc1cc(S(=O)(=O)N2CCOCC2)ccc1Cl	49	-4%	6%	5%	7	-0.5	12	0%	7%

Continued:
cpd	SMILES	DRD3 antagonist	GLP1R cytotox	GLP-1R agonist	GLP-1R inv ag	PI5P4Ka inh	IL2 activator	D3 ag	PLK1 PBD block	WRN helicase inh
51	Nc1nc2ccccc2n1/N=C/c1cccnc1	12	19%	0%	-5%	4	0.1	2	2%	-12%
52	CC(=O)Oc1ccc(NC(=O)Cc2ccccc2)cc1	-20	5%	-5%	0%	nt	-1.4	-3	-7%	2%
53	Oc1[nH]c2ccccc2c1C1=NCCCC1	0	-4%	17%	18%	-2	-0.2	3	2%	-5%
54	COCCNC(=O)Nc1ccc2nc(-c3cccs3)c(-c3cccs3)nc2c1	8	232%[activator]	12%	?	-4	1.3	-2	-9%	-7%
55	CC(=O)N1CCN(S(=O)(=O)c2cccc(C(=O)N3CCN(S(=O)(=O)c4c(C)c(C)cc(C)c4C)CC3)c2)CC1	25	1%	10%	-21%	9	-2.3	-3	-5%	5%
56	Cn1cccc1/C=N/N1CCN(Cc2ccccc2)CC1	-9	-12%	5%	-14%	-4	0.6	-17	-4%	-5%
57	Cc1cc(Cn2ccnc2)c(C)cc1Cn1ccnc1	-9	10%	6%	6%	nt	1.0	6	-1%	3%
58	Cc1ccc(/C=C/C(=O)Nc2nnc(SCc3ccc(C#N)cc3)s2)o1	-14	-18%	12%	22%	-72*	-0.3	-2	-19%	?
59	CC(Sc1nnc(C2CC2)n1C1CC1)C(=O)N(C)Cc1cccc(F)c1 (stereo not given)	-24	3%	-4%	-8%	3	-0.3	-1	-21%	4%
60	Cc1cccc(C(=O)NCCCNC(=O)c2ccco2)c1	8	-15%	16%	18%	2	-0.1	1	-14%	8%
61	Cc1ccc(-c2ccc(/C=C(\C#N)C(N)=S)o2)c([N+](=O)[O-])c1	-5	-43%	?	?	-23	-0.4	5	27µM*	-24%
62	COC(=O)c1ccc(NC(=O)CSc2nnc(-c3ccncc3)n2C)cc1	-9	9%	-11%	55%[activator]	nt	-0.7	-6	-7%	14%
